From PubChem
hiPSC survival = enhancers of human iPSC single-cell survival | hiPSC single-cell survival, ATPlite luminescence; 100% = ROCK inhibitor wells, 0% = DMSO | survival enhancement, % at 20 µM | 360,000 tested, 0.044% active | AID 602274; in the data active means survival enhancement above about 18%;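 further: cells exposed to compounds for 16 hours before the ATP read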
PDI inh = PDI (human) enzyme inhibition; inhibition, % at 10 µM; PDI insulin aggregation turbidity, A650, 90 min; 350,000 tested, 0.052% active; AID 588391; P07237;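 active means mean inhibition across replicates of 30% or more, whatever share of single replicates reach that level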;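 further: absorbance from insulin aggregation driven by PDI reduction with DTT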
Target sequence (P07237 whole entry, looked up): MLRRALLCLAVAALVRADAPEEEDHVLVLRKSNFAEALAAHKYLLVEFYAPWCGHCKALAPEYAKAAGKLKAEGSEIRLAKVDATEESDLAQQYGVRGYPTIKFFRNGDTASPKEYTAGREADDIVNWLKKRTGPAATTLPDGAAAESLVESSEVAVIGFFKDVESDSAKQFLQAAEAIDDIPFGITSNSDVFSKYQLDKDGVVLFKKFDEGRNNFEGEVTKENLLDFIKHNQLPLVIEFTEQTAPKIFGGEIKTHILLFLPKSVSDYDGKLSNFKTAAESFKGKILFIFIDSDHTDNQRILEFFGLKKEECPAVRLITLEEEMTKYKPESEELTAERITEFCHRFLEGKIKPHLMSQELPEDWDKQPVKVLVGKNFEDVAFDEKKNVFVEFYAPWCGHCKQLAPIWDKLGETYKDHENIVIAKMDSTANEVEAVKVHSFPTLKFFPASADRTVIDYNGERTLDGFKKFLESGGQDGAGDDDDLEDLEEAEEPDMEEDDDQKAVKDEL
Shn3 3UTR inh = inhibitors of Schnurri-3 3'UTR reporter in osteoblasts; Clone20 osteoblast Shn3 3'UTR firefly luciferase, 24 h; inhibition, % at 12.5 µM; 360,000 tested, 0.52% active; AID 588674;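 active means mean inhibition of at least 75% with every replicate also reaching 75%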;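 further: 0% = median of neutral control wells and 100% = pilot-screen positive control compound; some compounds past the cut are filed as inactive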
Cardio protect = myocardial damage modulation in H9c2 cells; AID 588492; H9c2 cardiomyocytes, H2O2 injury protection, ATPLite, 2 h; protection from H2O2 cell death, % at 20 µM; 360,000 tested, 0.63% active;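 active means compounds giving at least 50% protection of heart cells from peroxide-induced death in the single-dose screen, raw or plate-pattern-corrected value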;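 further: 0% = DMSO wells with peroxide and 100% = DMSO wells without peroxide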
NR2E3 ag-1 = activates human photoreceptor nuclear receptor NR2E3; Q9Y5X4; GST-NR2E3/biotin-RetCOR TR-FRET, 1536-well; inhibition of corepressor binding, % at 4.78 µM; 320,000 tested, 0.12% active; AID 2300;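 active means percent inhibition above the cutoff of mean plus 3 SD of all tested compounds, set per screening campaign, cut at about 20% in these data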;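 further: 0% = DMSO wells and 100% = biotin wells as full block of FRET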
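System: GST-tagged NR2E3 plus biotinylated RetCOR corepressor; Amount: 1.35 nM GST-tagged NR2E3 final; Dosing: single nominal compound dose of 4.8 µM; Schedule: 5 h incubation at 4 °C; Technique: TR-FRET with europium anti-GST and streptavidin-D2, 340 nm excitation; Controls: biotin wells as high control, 0.6% DMSO wells as low control.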
m5-HT2A agonist = mouse HTR2A agonism via beta-arrestin recruitment | P35363 | CHO-K1 mHTR2A beta-arrestin complementation, luminescence; percent of 30 µM serotonin response | activation, % at 7.6 µM | 360,000 tested, 0.66% active;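 active means activation above a run cutoff, the mean activation of all tested compounds plus 3 SD, cut at about 14% in these data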;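 further: 0% = plate median of compound wells and 100% = 30 µM serotonin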
Target sequence (P35363 whole entry, looked up): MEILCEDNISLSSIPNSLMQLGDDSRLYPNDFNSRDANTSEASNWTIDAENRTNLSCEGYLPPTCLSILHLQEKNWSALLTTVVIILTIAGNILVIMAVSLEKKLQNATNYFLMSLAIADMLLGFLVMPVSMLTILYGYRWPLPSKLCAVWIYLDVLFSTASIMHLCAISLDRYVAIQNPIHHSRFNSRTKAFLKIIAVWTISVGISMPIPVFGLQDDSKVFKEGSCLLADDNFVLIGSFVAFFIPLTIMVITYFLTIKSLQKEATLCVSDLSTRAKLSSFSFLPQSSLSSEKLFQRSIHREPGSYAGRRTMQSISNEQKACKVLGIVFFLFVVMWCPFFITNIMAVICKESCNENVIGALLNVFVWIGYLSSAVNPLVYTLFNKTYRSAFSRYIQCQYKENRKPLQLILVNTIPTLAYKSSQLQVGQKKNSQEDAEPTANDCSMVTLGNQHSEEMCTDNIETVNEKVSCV
NR2E3 ag-2 = human photoreceptor-specific nuclear receptor agonism. CHO-S Gal4-NCOR/VP16-NR2E3 two-hybrid, luciferase. AID 602229. 360,000 tested, 0.35% active. inhibition of corepressor binding, % at 3.98 µM;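 active means inhibition above the mean of all tested compounds plus 3 SD, cut at about 70% in these data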;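 further: 0% = DMSO with NR2E3 transfected cells and 100% = cells lacking NR2E3 construct; higher means lower luciferase signal from less NR2E3 corepressor binding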
Peg3 promoter = Peg3 promoter activity inhibition; HeLa PEG-Prom luciferase reporter, luminescence, overnight; inhibition, % at 20 µM; 360,000 tested, 1.7% active;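 active means inhibition of at least 50% at 20 µM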
HIF-2a block = HIF-2a inhibition; 786-0 RCC cells HIF-2a reporter, luciferase luminescence, overnight; AID 624352; 360,000 tested, 0.72% active; inhibition, % at 18.8 µM;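 active means inhibition of the luminescence signal of 40% or more relative to plate controls, in a single-dose primary screen at 18.75 µM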
CaV13 ICDI inh = Disruptors of the CACNA1D IQ motif to Ca2+-dependent inactivation inhibitor domain association, primary screening, Förster resonance energy transfer in intact living …; HEK cells, CFP/YFP FRET ICDI-IQ, plate reader, 10 min; percent FRET-ratio fall versus neutral wells; inhibition, % at 12.3 µM; 340,000 tested, 0.098% active; AID 743397;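 active means mean replicate inhibition of at least 30% and at least 1% of replicates passing that level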;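 further: 0% = median of the neutral control wells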
MITF TRPM1 inh = inhibitors of MITF-driven TRPM1 promoter in melanoma cells; inhibition, % at 12.5 µM; SK-MEL-5 TRPM1 promoter luciferase, 24 h; AID 488899; 330,000 tested, 0.83% active;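 active means mean inhibition across replicates of 60% or more, whatever share of single replicates reaches that level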; further: values of inactives mirror those of a sister screen read the other way
Numbers without * were called inactive; . = no result given.

SMILES	hiPSC survival	PDI inh	Shn3 3UTR inh	Cardio protect	NR2E3 ag-1	m5-HT2A agonist	NR2E3 ag-2	Peg3 promoter	HIF-2a block	CaV13 ICDI inh	MITF TRPM1 inh
CCOc1cc([C@@H]2C[C@H]3CN(c4ccccc4)C(=O)[C@]34CCCN24)ccc1OC	-0.7	1	41	1	-1	-1	12	98*	2	1	31
O=C(NC1CCCCC1)[C@@H]1CC=C[C@@H]2CCN(C3CCCCC3)C(=O)[C@@H]21	2.5	7	-1	2	2	6	-27	5	0	-12	0
COC(=O)CCCC1=CC2=CC(=O)C(C)(OC(=O)CCc3ccccc3)C(=O)C2=CO1 (stereo unspecified)	0.0	2	0	5	3	4	-30	7	19	.	6
O=C(N/N=C/c1ccc(-c2cccc(C(F)(F)F)c2)o1)c1ccccc1Br	0.5	-3	-46	-11	-1	-2	-8	-26	-88	.	-46
Cc1csc(SCC(=O)Nc2ccccc2)n1	-0.4	15	-22	-2	-1	3	14	-72	-73	-3	-29
CCOC(=O)C1(Cc2cccc(Cl)c2)CCCN(C(=O)C(C)(C)C)C1 (stereo unspecified)	-0.4	9	-7	-2	-1	-2	-60	-55	-96	-19	-5
Cc1cc(Cl)ccc1Oc1nccc(N(C)C)c1C#N	-0.6	-3	31	-11	4	2	-3	-48	-157	-9	-12
CCCC(=O)Nc1nc2ccc3nc(C)sc3c2s1	-0.7	-2	-24	7	-2	3	-40	-104	-148	-5	-31
COc1ccc(CCNC(=O)CCS(=O)(=O)c2ccc3c(c2)NC(=O)CO3)cc1OC	-0.2	-6	1	0	4	3	10	-37	-3	-4	4
CCC(CC)NC(=O)c1ccccc1Oc1ccccc1	8.9	3	-8	-8	0	-4	-29	8	13	0	2
COc1cc(NC(=O)c2ccccc2Cl)c(OC)cc1NC(=O)CN1CCCCC1	0.4	-1	11	2	-3	2	-21	6	12	-5	-15
NS(=O)(=O)c1ccc(CNC(=O)c2ccc(NS(=O)(=O)c3cccs3)cc2)cc1	0.6	22	10	4	.	0	-20	11	5	-2	0
CCCOc1ccc(/C=N/NC(=O)CSc2ccccn2)cc1OC	-0.2	-3	.	-1	7	-4	-39	-110	-91	-20	-28
S=C(Nc1cccc(Cl)c1Cl)NC1CCN(Cc2ccccc2)CC1	0.3	5	-6	-9	.	-11	6	15	14	-5	-9
COc1ccc(OC)c(NC(=O)CNC(=O)Cn2cnc3ccccc3c2=O)c1	-2.1	-4	-3	2	3	2	-8	8	7	0	-8
O=C(NCCc1c[nH]c2ccccc12)/C(=C\c1cccs1)NC(=O)c1ccccc1	0.2	5	-7	8	4	-5	-33	8	8	2	11
C=CCNC(=O)CCCC(=O)NCC=C	-1.8	-1	9	8	1	-2	9	8	11	-5	2
O=C(CCC(=O)N(CC(=O)NC1CCCC1)Cc1cccs1)Nc1nccs1	0.4	-1	-2	2	-3	2	12	13	14	-7	0
COc1ccc(/C(O)=C2/C(=O)C(=O)N(CC3CCCO3)C2c2ccc(OC)c(OC)c2)cc1 (stereo unspecified)	0.1	-5	0	4	-5	-1	-15	-13	9	1	-4
CCC(C)(C)NC(=O)C(c1cccc(OC)c1OC)N(C(=O)CCC(=O)Nc1cc(C)on1)c1ccc2c(c1)OCCO2 (stereo unspecified)	0.1	5	-3	5	-5	0	-18	0	10	-3	.
CS/C(N)=N/S(=O)(=O)c1ccc(NC(C)=O)cc1	0.2	-3	-3	1	-3	8	-28	5	9	-17	1
Cc1c(NC(=O)CSc2nnnn2-c2ccc(O)cc2)c(=O)n(-c2ccccc2)n1C	-0.9	17	10	14	-1	-1	-15	13	12	-7	1
O=C(COC(=O)c1ccccc1-n1cnnn1)c1ccc(F)c(F)c1	-0.5	-3	-52	0	2	-7	-31	-152	-163	-4	4
NC(=O)c1nsc(C(=O)N(CC(=O)NC2CCCC2)Cc2ccc3c(c2)OCO3)c1N	0.0	8	-31	6	-6	1	4	1	9	-7	4
CS(=O)(=O)N1CCN(CCN2C(=O)c3cccc4cccc(c34)C2=O)CC1	-1.6	0	-4	28	2	-3	-12	-10	-1	6	-4
SMILES	hiPSC survival	PDI inh	Shn3 3UTR inh	Cardio protect	NR2E3 ag-1	m5-HT2A agonist	NR2E3 ag-2	Peg3 promoter	HIF-2a block	CaV13 ICDI inh	MITF TRPM1 inh
COc1ccc(N2C(=O)CC(Sc3ncccc3C(=O)O)C2=O)cc1 (stereo unspecified)	0.8	13	-29	5	6	1	-19	8	12	.	-2
Cc1cc2occ(CC(=O)N(C)CC(=O)Nc3ccccc3Br)c2cc1C	-0.4	-8	-1	-4	1	-2	-13	21	2	-6	8
CCOC(=O)C1(Cc2cccc(OC)c2)CCCN(Cc2cnn(C)c2)C1 (stereo unspecified)	3.9	-5	10	2	1	3	18	13	23	-4	0
CCOC(=O)c1c[nH]c(=O)c(Br)c1O	-0.5	15	-12	1	3	5	-3	7	24	-4	1
Cc1cnn(-c2cc(N/N=C/c3cccc(F)c3)ncn2)c1	-0.6	-7	6	-4	-6	2	-8	-25	-25	-4	-18
CN(C)c1ccc(S(=O)(=O)N2CCCCC2)cc1NC(=O)CCNC(=O)c1ccc(Cl)cc1	-0.5	10	7	-4	-1	-1	7	3	7	-2	1
O=C(NCc1ccco1)C1CC(c2cc(C(F)(F)F)cc(C(F)(F)F)c2)=NO1 (stereo unspecified)	1.1	-5	8	3	4	9	0	-10	10	-6	32
Cc1cc(C)n2nc(SCC(=O)N3CCOCC3)nc2n1	-2.5	-6	-1	7	3	4	-7	-1	6	-14	6
COc1ccc(N(C(=O)CCC(=O)Nc2cc(C)on2)C(C(=O)NC2CCCC2)c2ccco2)cc1 (stereo unspecified)	0.8	-4	-14	5	0	-1	-18	-2	-1	-5	6
CCS(=O)(=O)c1ccc2oc(SCC(=O)Nc3ccc(OC)c(OC)c3)nc2c1	2.1	-2	-4	4	2	-3	10	5	7	-6	-12
COc1ccc(C(C)=O)cc1CN1C(=O)NC(CC(C)C)C1=O (stereo unspecified)	0.3	0	8	4	2	6	-24	1	11	4	-3
O=C(COc1ccc(S(=O)(=O)N2CCCCC2)cc1)Nc1ccccc1F	0.5	-1	3	1	3	-6	-11	-3	-4	.	3
CCC(C)n1c(SCC(=O)NCc2ccco2)nnc1-c1cccc(S(=O)(=O)N2CCOCC2)c1 (stereo unspecified)	0.9	0	-3	0	2	15*	6	6	21	.	5
CCOc1cccc(SCc2noc(C(=O)NCCOC)c2C(=O)O)c1	-1.9	-3	-1	-2	2	-1	9	2	9	-10	4
Cc1ccc(-c2noc(CNC(=O)c3ccc4c(c3)OCO4)n2)cc1	-0.5	-13	-20	-4	2	-3	14	6	-3	-4	-5
Cc1ccc(C2/C(=C(\O)c3ccc4c(c3)OCCO4)C(=O)C(=O)N2Cc2cccnc2)cc1 (stereo unspecified)	0.2	-7	-20	0	9	-3	-10	2	5	-4	1
CCCCCCCCN1C(=O)[C@H](CC(=O)NCCCN2CCCC2=O)C[C@@]2(C(=O)OCC)CCCC=C12	0.5	.	.	.	.	1	6	.	9	-4	.
COc1cccc(CN(CC(=O)NCc2ccccc2)S(=O)(=O)CCl)c1	5.0	-6	-2	5	1	-3	-30	2	6	-11	3
Nn1cc(-c2ccccc2)nc1SCC(=O)NCC1CCCO1 (stereo unspecified)	-0.8	-10	-38	10	-3	-4	-2	-6	-10	.	-1
CCC(=O)N1CCN(c2cc(N3CCN(C)CC3)c(F)cc2[N+](=O)[O-])CC1	-1.6	-7	-12	-1	-1	-3	4	11	11	-3	-2
CCCCSc1n[nH]c(=S)c2nc[nH]c12	-0.4	1	0	-1	.	-9	-1	-33	-40	-5	-11
CC[C@H](C)[C@H](NC(=O)[C@H](Cc1ccc(O)cc1)NC(=O)[C@@H](N)C(C)C)C(=O)N[C@@H](Cc1cnc[nH]1)C(=O)N1CCC[C@H]1C(=O)N[C@@H](Cc1ccccc1)C(=O)O	0.6	1	-5	10	-1	-4	9	2	0	.	-4
CCc1ccc(NC(=O)Cn2c(=O)c3cccn3c3ccccc32)cc1	-0.5	0	32	-5	0	-3	-6	43	3	-1	11

Arranged by value in PDI inh (descending): 3 of the compounds above.
Compound	PDI inh
CCC(C)n1c(SCC(=O)NCc2ccco2)nnc1-c1cccc(S(=O)(=O)N2CCOCC2)c1 (stereo unspecified)	0
COc1cccc(CN(CC(=O)NCc2ccccc2)S(=O)(=O)CCl)c1	-6
Cc1cc2occ(CC(=O)N(C)CC(=O)Nc3ccccc3Br)c2cc1C	-8

Six entries from above, with two lines to a compound:
Screens in order – hiPSC survival, PDI inh, Shn3 3UTR inh, Cardio protect, NR2E3 ag-1, m5-HT2A agonist, NR2E3 ag-2, Peg3 promoter, HIF-2a block, CaV13 ICDI inh, MITF TRPM1 inh
- COc1ccc(N2C(=O)CC(Sc3ncccc3C(=O)O)C2=O)cc1 (stereo unspecified)
  0.8, 13, -29, 5, 6, 1, -19, 8, 12, ., -2
- Cc1cc2occ(CC(=O)N(C)CC(=O)Nc3ccccc3Br)c2cc1C
  -0.4, -8, -1, -4, 1, -2, -13, 21, 2, -6, 8
- CCOC(=O)C1(Cc2cccc(OC)c2)CCCN(Cc2cnn(C)c2)C1 (stereo unspecified)
  3.9, -5, 10, 2, 1, 3, 18, 13, 23, -4, 0
- CCOC(=O)c1c[nH]c(=O)c(Br)c1O
  -0.5, 15, -12, 1, 3, 5, -3, 7, 24, -4, 1
- Cc1cnn(-c2cc(N/N=C/c3cccc(F)c3)ncn2)c1
  -0.6, -7, 6, -4, -6, 2, -8, -25, -25, -4, -18
- CN(C)c1ccc(S(=O)(=O)N2CCCCC2)cc1NC(=O)CCNC(=O)c1ccc(Cl)cc1
  -0.5, 10, 7, -4, -1, -1, 7, 3, 7, -2, 1
